GLP1R cytotox: cytotoxic in the GLP-1 receptor inverse agonist counter-screen; 410,000 tested, 0.13% active; HEK293 cAMP-luciferase reporter cells, luminescence, 24 h; Potency, µM (doses to about 38.3 µM), without a hit: at the highest dose activity change, negative = inhibition, most hits filed as inhibitors;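 also: loss of luciferase light is scored as toxicity; potency is read from the fitted curve at half-maximal effect; % is scaled to controls: 0 for no effect and ±100 for the full control effect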
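1536-well qHTS counterscreen of the MLSMR; 200 cells/uL, 12 h pre-incubation, 23 nL cpd, 24 h at 37 deg C 5% CO2, luciferase detection reagent, 12 min RT, luminescence. Inhibition = undesired.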
aSyn yeast inh: alpha-synuclein toxicity inhibition in yeast. Yeast expressing alpha-synuclein, growth rescue, BacTiter-Glo, 24 h. Potency, µM (titrated, usually from 46.1 µM), for inactives: at the highest dose growth rescue (activation), actives largely listed as activators. 370,000 tested, 0.14% active. AID 652106; also: potency is read from the fitted curve at half-maximal effect; % of control where 0% means no effect; nearly all actives have a fitted effect of over 65% in size
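Screening used galactose-induced yeast with toxic alpha-synuclein levels, exposed to compound for 24 hr at 30 deg C. Cell growth, read with BacTiter-Glo luminescence, gave the measured signal.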
Abeta yeast res: compounds reversing amyloid beta toxicity in yeast; yeast expressing A-beta42, growth rescue, OD600, 48 h; response scale: 0% DMSO, 100% iron-clioquinol control; Potency, µM (top dose mostly 46.1 µM), inactives show at the highest dose growth rescue, most hits filed as activators; 410,000 tested, 0.063% active; AID 1347071; also: potency is read from the fitted curve at half-maximal effect; nearly all actives have a fitted effect of over 55% in size
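Yeast A-beta toxicity model in growth medium with pinned compounds, 48 h at 30 C; growth read as absorbance at 600 nm. Normalized to FeCl3/clioquinol equimolar mix (positive) and DMSO (negative).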
PTHR1 agonist: PTHR1 (human) receptor agonism; Q03431; HEK293 GP2 PTHR1 cells, GloSensor cAMP luminescence, 1 h; Potency, µM (highest dose often 115 µM), for the others: top-dose activation, most hits filed as activators; 410,000 tested, 0.075% active; AID 743266; also: potency is read from the fitted curve at half-maximal effect; nearly all actives have a fitted effect of over 55% in size; some results filed as inactive show a strong effect at the top dose; inactives centre near -15; many of its hits are not listed in these tables
Target sequence (Q03431 whole entry, looked up): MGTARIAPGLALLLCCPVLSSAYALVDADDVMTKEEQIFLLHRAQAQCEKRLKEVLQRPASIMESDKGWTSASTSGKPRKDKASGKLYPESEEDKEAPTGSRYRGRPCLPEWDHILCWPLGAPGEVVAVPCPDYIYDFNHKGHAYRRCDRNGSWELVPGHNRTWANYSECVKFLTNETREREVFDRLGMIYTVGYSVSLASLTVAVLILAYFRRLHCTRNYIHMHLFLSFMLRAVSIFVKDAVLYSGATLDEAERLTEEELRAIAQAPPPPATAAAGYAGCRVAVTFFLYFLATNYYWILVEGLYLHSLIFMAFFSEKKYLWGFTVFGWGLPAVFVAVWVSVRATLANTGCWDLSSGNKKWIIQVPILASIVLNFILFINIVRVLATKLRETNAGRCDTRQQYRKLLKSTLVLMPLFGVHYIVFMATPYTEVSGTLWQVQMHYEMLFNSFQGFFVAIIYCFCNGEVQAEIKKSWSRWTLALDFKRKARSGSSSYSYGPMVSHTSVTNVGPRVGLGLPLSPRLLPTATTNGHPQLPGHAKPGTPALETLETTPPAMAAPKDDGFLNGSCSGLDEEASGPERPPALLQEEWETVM
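HEK-293-derived GP2 cells expressing PTHR1 and a GloSensor cAMP reporter, 3,000/well, plated overnight, given luciferin plus IBMX (each 0.5 mM as added) for 1 h at 37 °C, then compound for 1 h at 37 °C. Luminescence was read after 15 min at room temperature.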
pAkt inh: blocks phosphorylation of Akt. activity change, % for hits at 50 µM. Neuro2A IGF-stimulated pAkt S473 HTRF, 20 min; active compounds read low. 360,000 tested, 0.32% active; in the data active = activity change below about -80%; inconclusive = mostly about -51% to -80%; also: % is scaled to controls: 0 for no effect and ±100 for the full control effect
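Neuro2A cells in DMEM with 0.5% FBS, overnight at 37 deg C, given compound at single 50 µM final, then IGF (6 nM final) for 20 min at 37 deg C. Lysed; phospho-Akt Ser473 by HTRF after 24 h, 665/615 ratio.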
MmCpn inh: M. maripaludis TRiC chaperonin inhibition; Potency, µM (highest dose often 76.9 µM), for the others: top-dose activity, negative = inhibition, usual class: inhibitors; AID 504842; purified Mm-Cpn ATPase, ADP Transcreener TR-FRET; 330,000 tested, 0.031% active; also: potency is read from the fitted curve at half-maximal effect; % is scaled to controls: 0 for no effect and ±100 for the full control effect; nearly all actives have a fitted effect of over 80% in size
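TR-FRET (320 nm excitation; 590 and 665 nm emission) reports ADP made from 10 uM ATP by 25 nM enzyme; compounds were preincubated 10 min, reaction run 30 min, both at 37°C.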
FUS yeast rescue: FUS proteinopathy suppression in yeast; S. cerevisiae FUS-expressing, growth rescue, OD600, 24 h; 390,000 tested, 0.24% active; Potency, µM (top dose mostly 76.6 µM), inactives show at the top dose growth rescue (activation), usual class: activators;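 also: potency is read from the fitted curve at half-maximal effect; plate controls were DMSO vehicle for no effect and reference control for full effect; nearly all actives have a fitted effect of over 55% in size; some results filed as inactive show a strong effect at the top dose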
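Toxicity suppression screen in FUS-yeast. Cells induced with 2% galactose, starting OD 0.005, treated 24hr at 30C with compounds at multiple final concentrations; growth by OD600.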
TDP43 rescue: rescues yeast growth from TDP-43 toxicity; TDP-43 expressing yeast growth rescue, BacTiter-Glo, 24 h; Potency, µM (series often up to 46.1 µM), inactives show at the highest dose growth rescue (activation), actives largely listed as activators; 410,000 tested, 1.8% active; AID 652104; also: potency is read from the fitted curve at half-maximal effect; % of control where 0% means no effect; nearly all actives have a fitted effect of over 50% in size
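Readout is BacTiter-Glo luminescence of cell growth, so inhibitors register as activators. TDP-43-expressing yeast at OD600=0.02 in galactose medium, after raffinose pregrowth to mid-log, were incubated with compound for 24 hr at 30 deg C.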
GLP-1R inv ag: acts as inverse agonist at human GLP-1 receptor | P43220 | HEK293 GLP-1R CRE-luciferase, luminescence, 24 h; GLP-1R form is constitutively active | Potency, µM (series often up to 38.3 µM), for the others: at the highest dose activity change, negative = inhibition, most hits filed as inhibitors | 410,000 tested, 1.6% active | AID 624417; also: potency is read from the fitted curve at half-maximal effect; % is scaled to controls: 0 for no effect and ±100 for the full control effect; nearly all actives have a fitted effect of over 55% in size
Target sequence (P43220 whole entry, looked up): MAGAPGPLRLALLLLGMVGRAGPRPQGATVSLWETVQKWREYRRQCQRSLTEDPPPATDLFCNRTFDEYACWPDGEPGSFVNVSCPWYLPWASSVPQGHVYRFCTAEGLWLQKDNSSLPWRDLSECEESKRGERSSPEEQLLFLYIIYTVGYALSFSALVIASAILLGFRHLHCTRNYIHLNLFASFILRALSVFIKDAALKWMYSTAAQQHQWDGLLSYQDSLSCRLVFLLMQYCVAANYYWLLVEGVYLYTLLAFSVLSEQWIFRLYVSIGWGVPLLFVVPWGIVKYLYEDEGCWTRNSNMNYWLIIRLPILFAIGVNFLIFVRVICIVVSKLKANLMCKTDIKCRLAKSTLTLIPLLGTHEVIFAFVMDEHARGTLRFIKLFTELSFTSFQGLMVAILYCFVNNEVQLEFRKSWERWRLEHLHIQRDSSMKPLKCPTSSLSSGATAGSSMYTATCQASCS
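GLP-1R inverse agonism mode: basal reporter luminescence in engineered HEK293 cells measured after one day of compound exposure at 37 deg C, with a 12 min room-temperature detection step.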
The depositor's hits bear a star; i = inactive; ? = inconclusive; · = not tested or not shown; & = joins results of further samples; [ ] = remark or other dose. Unless noted, calls follow the shape of the dose curve; as a rule, active = well fitted curve in the direction sought with a large enough effect; inconclusive = small, poorly fitted or top-dose-only effect, or another doubt; inactive = no such curve, though single readings can be large; an effect the other way counts as inactive or inconclusive.

SMILES	GLP1R cytotox	aSyn yeast inh	Abeta yeast res	PTHR1 agonist	pAkt inh	MmCpn inh	FUS yeast rescue	TDP43 rescue	GLP-1R inv ag
COc1cc(NC(=O)CSc2nc(=O)n(CCN3CCOCC3)c3c2CCC3)cc(OC)c1	-4%	-11%	-14%	3%	i	0%	13%	-22%	-1%
CSc1ncccc1C(=O)Nc1ccc2c(c1)OCO2	-15%	-3%	-11%	6%	i	-3%	·	-6%	16%
Cc1ccc(C)c(C(=O)CSc2nc(N)cc(=O)[nH]2)c1	-5%	4%	-12%	-70%[inhibitor]	i	0%	1%	-2%	10%
O=c1[nH]cnc2c1ncn2[C@@H]1O[C@H](COS(=O)(=O)O)[C@@H](O)[C@H]1O	8%	1%	-11%	9%	i	0%	-9%	-20%	7%
COC(=O)c1cc(NC(=O)Nc2ccccc2OC)cc(C(=O)OC)c1	-15%	-5%	11%	-17%	i	1%	4%	24%	-1%
C=CCNC(=O)C1CCN(S(=O)(=O)c2ccc(Br)cc2)CC1	-10%	5%	-23%	i	i	0%	6%	-7%	5%
Cc1cc(Cl)cc(C)c1OCC(=O)NC1CCCCCC1	9%	4%	-5%	-28%	i	-5%	-9%	21%	?
CC(C)c1ccc2[nH]c(O)c(N=NC(=O)c3cccc(S(=O)(=O)Nc4cccc(Cl)c4)c3)c2c1	-1%	-8%	-12%	-6%	i	0%	3%	-7%	11%
CCCn1c(NCc2ccccc2C)nc2ccccc21	-2%	·	-10%	i	·	·	14%	13%	-9%
Cc1csc(CN(C)C(=O)c2cn(Cc3cccc4ccccc34)nn2)n1	3%	15%	30%	i	i	-1%	28%	?	-16%
O=C(O)CSc1nnc(NC(=O)c2ccc3c(c2)OCO3)s1	-6%	-10%	-12%	-3%	i	1%	-1%	-25%	?
Cc1cccc2cc3ccccc3nc12	?	-2%&-26%	3%	i	i	·	-13%	5%	15%
CCN(CC)CCNC(=O)c1ccc(NC(=O)/C=C/c2ccc3ccccc3n2)cc1	?	0%	-15%	-7%	i	1%	·	16%	107%[activator]
Cc1ccc2c(c1)c1c3n2CCN(CC(N)=O)C3CCC1 (configuration not stated)	7%	4%	-9%	-56%	i	-3%	-9%	-10%	9%
O=C(NCc1cccnc1)c1ccccc1NS(=O)(=O)c1ccc(F)cc1	0%	0%	-9%	i	i	-2%	·	-18%	11%
CCN(c1c(C)n(C)n(-c2ccccc2)c1=O)S(C)(=O)=O	2%	-9%	3%	-16%	i	-1%	8%	4%	8%
NS(=O)(=O)c1ccc(NNC(=O)c2sccc2Cl)cc1	0%	-2%	-5%	-10%	i	0%	-5%	-7%	?
O=C(Nc1ccc2c(c1)OCCO2)c1ccco1	-7%	-16%	-15%	-3%[57.5 µM]	i	1%	-15%	-17%	-13%
COc1cc(C(=O)Nc2ccc([N+](=O)[O-])cn2)cc(OC)c1OC	-7%	-9%	-8%	i	i	0%	·	5%	-5%
Cc1ccc(CONC(=O)/N=C/N(C)C)cc1	1%	-5%	6%	-10%[57.5 µM]	i	-1%	1%	-15%	2%
Cc1cc(C)c2nc(SCCC#N)nc(C)c2c1	-1%	2%	-40%[inhibitor]	i	i	0%	-4%	6%	0%
Cc1ccc(S(=O)(=O)N2C[C@H]3n4c(=O)ccc(=O)n4C[C@H](OC(=O)NCC4CCCCC4)[C@@]3(O)C2)cc1	?	?	2%	-94%[inhibitor]	i	·	15%	0%	?
CC(NC(=O)COC(=O)c1ccc(Br)o1)c1ccccc1 (configuration not stated)	4%	-3%	12%	i	i	1%	3%	13%	13%
COCCN1C(=O)c2cc(C(=O)Nc3ccc(OC)c(OC)c3)ccc2C1Nc1ccc(OC)c(OC)c1 (configuration not stated)	-16%	4%	5%	-7%	i	1%	9%	-3%[0.397 µM]	28%
COc1ccc(-n2ncc3c2CC(C)(C)CC3NC(=O)c2oc(C)cc2C)cc1 (configuration not stated)	-1%	2%	11%	-7%	i	1%	5%	-3%	-25%
The list goes on:
SMILES	GLP1R cytotox	aSyn yeast inh	Abeta yeast res	PTHR1 agonist	pAkt inh	MmCpn inh	FUS yeast rescue	TDP43 rescue	GLP-1R inv ag
CC(=O)Nc1cccc(NC(=O)c2cccc(-c3ccc(O)cc3)c2)c1	3%	-2%	-18%	-24%	i	4%	0%	11%	?
O=C1CN(C(=O)COC(=O)COc2ccccc2)c2ccccc2N1	-6%	-12%	-16%	5%	i	-2%	-5%	-1%	4%
COC(=O)C1(C)Nc2ccccc2C(=O)N1c1ccccc1C (configuration not stated)	2%	-5%	-5%	i	i	-1%	-21%	7%	2%
CN(Cc1cnn(C)c1)C(=O)c1ccc(OC2CCN(CCc3ccccc3)CC2)cc1	-13%	0%	18%	-92%[inhibitor]	i	2%	-26%	-16%	-21%
CCCCOCCCNC(=O)C[C@@H]1C[C@@]2(C(=O)OC)CCCCC=C2N(Cc2ccco2)C1=O	2%	-4%	-9%	i	i	·	34%	14%	6%
O=C(NCc1ccco1)C(c1cccs1)N(C(=O)C1COc2ccccc2O1)c1cccc(O)c1 (configuration not stated)	-18%	5%	3%	-4%[57.5 µM]	i	4%	?	-10%	11µM*
CC(=O)NS(=O)(=O)c1ccc(NC(=O)c2ccc(-n3nc(C)cc3C)cc2)cc1	6%	1%	18%	i	i	1%	25%	-10%	8%
CCOC(=O)CSc1nnc(CNC(=O)c2cc(OCC)c(OCC)c(OCC)c2)n1C	4%	7%	0%	i	i	2%	24%	-25%	-1%
CC(C)C(=O)NCc1cc(-c2ccccc2)no1	-19%	2%	3%	15%	i	-1%	-17%	7%	7%
O=C(CSc1nncn1-c1ccccc1F)NC1CCCCC1	8%	-1%	-5%	i	i	1%	·	-6%	5%
O=C(COC(=O)Cc1ccccc1F)Nc1ccc(SC(F)F)cc1	7%	2%	1%	i	i	3%	6%	10µM*	2%
COc1cc(C2N(c3ccccc3)CCN2c2ccccc2)cc(OC)c1OC	-5%	1%	-2%	-10%[57.5 µM]	i	-2%	20%	19%	2%
Cc1ccc(O)c(C2=NOC(O)(C(F)(F)C(F)F)C2)c1 (configuration not stated)	-5%	-6%	16%	-5%[57.5 µM]	·	-1%	13%	-8%	?
O=C(CSc1ccccc1)N(c1ccc(Br)cc1)c1nccs1	-1%	18%	-13%	0%	i	0%	33%	15%	11µM*
O=C(Cn1nc(-c2ccccc2)ccc1=O)Nc1ccc(-n2cnnn2)cc1	-4%	2%	0%	i	i	-2%	18%	13%	35%[activator]
O=C1C2C3C=CC(C3)C2C(=O)N1c1ncc([N+](=O)[O-])s1 (configuration not stated)	-17%	0%	14%	-2%	i	·	-9%	14µM*	11%
COCCCNC(=O)Cn1c(=O)n(-c2cccc(C)c2)c(=O)c2c3c(sc21)CN(C(C)=O)CC3	-8%	·	-21%	-5%	·	·	30%	-3%	-1%
COCCCNCCOc1ccc(C)cc1[N+](=O)[O-]	-5%	-1%	2%	-14%	i	-5%	·	-26%	17%
O=C(c1cccs1)N1CCCC(c2nc3c(nnn3Cc3ccc(F)cc3)c(=O)[nH]2)C1 (configuration not stated)	0%	0%	3%	18%	i	1%	15%	-8%	8%
CCCCNc1c(-c2ccc(OC)c(SC(C)CC)c2)nc2cc(C)ccn12 (configuration not stated)	?	-37%[inhibitor]	-60%[inhibitor]	-93%&-65%[inhibitor]	i	-6%	?	0%	?
COC(=O)c1ccc(NC(=O)COc2cccc(-n3cnnn3)c2)cc1	-2%	-12%	-11%	i	i	1%	12%	10%	6%
CCOC(=O)Cn1c(S(=O)(=O)Cc2ccc(F)cc2)nc(-c2ccccc2)c1-c1ccccc1	-4%	8%	5%	-11%	i	0%	26%	-4%	-35%
COc1ccccc1NS(=O)(=O)c1cc(NC(=O)c2cc3ccccc3oc2=O)ccc1C	-2%	-6%	-13%	-23%	i	2%	27%	-5%	10%
O=C(Oc1ccc2c(-c3ccccc3)cc(=O)oc2c1)c1cccs1	124%[activator]	-1%	14%	-17%	i	-1%	6%	-17%[9.22 µM]	11%
COc1ccc(NC(=S)N2CCC(Cc3ccccc3)CC2)cc1OC	-2%	-2%	?	0%	i	-5%	25%	4%	-37%
O=C(NCCc1ccc(F)cc1)c1cccc2c1C(=O)c1ccc(N3CCC(Cc4ccccc4)CC3)cc1S2(=O)=O	58%[activator]	0%	7%	-24%	i	-3%	15%	11%	-12%
O=C(NCC(c1cccs1)N1CCOCC1)c1ccccc1NS(=O)(=O)c1cc([N+](=O)[O-])ccc1Cl (configuration not stated)	15%	0%	1%	-22%	i	2%	2%	17%	-12%
COc1ccc(-n2nc3c(c2NC(=O)c2ccc(Br)cc2)CS(=O)C3)cc1 (configuration not stated)	-2%	-10%	-7%	-25%	i	0%	1%	17%	-2%
CCOc1ccc(NC(=O)[C@@H](c2ccccc2)N2Cc3ccccc3C2=O)cc1	-2%	·	-3%	-13%	·	·	14%	0%	?
Cc1nc2ccccc2c(=O)n1/N=C/c1ccccc1F	-3%	5%	-43%[inhibitor]	-15%	i	-6%	1%	1%	37%[activator]

Fetched one by one from above, 2 records:
SMILES	GLP1R cytotox	aSyn yeast inh	Abeta yeast res	PTHR1 agonist	pAkt inh	MmCpn inh	FUS yeast rescue	TDP43 rescue	GLP-1R inv ag
O=C(Cn1nc(-c2ccccc2)ccc1=O)Nc1ccc(-n2cnnn2)cc1	-4%	2%	0%	i	i	-2%	18%	13%	35%[activator]
CCOC(=O)Cn1c(S(=O)(=O)Cc2ccc(F)cc2)nc(-c2ccccc2)c1-c1ccccc1	-4%	8%	5%	-11%	i	0%	26%	-4%	-35%

Compound activity deposited in PubChem by National Center for Advancing Translational Sciences (NCATS).

These rows are one share of the data; count on the stated rates, not on these rows.
